NOD2-RIPK2 inh – NOD2-RIPK2 binding disruptors in cells, primary screen, fluorescence, CHO cells, BLA complementation | Receptor-interacting serine/threonine-protein kinase 2 (Homo sapiens), O43353 | CCF4 ratio | inhibition, % at 4.98 µM | actives 0.38% (n = 360,000); in the data active = inhibition above about 21%;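 note: 0% = vehicle only and 100% = reference blocker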
Cardio protect – cardioprotection against H2O2-induced cell death, primary screen, uHTS, H9c2 cells, ATPLite luminescence; protection from H2O2 cell death, % at 20 µM; H9c2 cardiomyocytes, H2O2 injury protection, 2 h; actives 0.63% (n = 360,000);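 active = compounds giving at least 50% protection of heart cells from peroxide-induced death in the single-dose screen, raw or plate-pattern-corrected value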;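 note: 0% = DMSO wells with peroxide and 100% = DMSO wells without peroxide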
HTR2A ag – mouse Htr2a agonists via beta-arrestin recruitment, primary screen, cell-based, luminescence; activation, % at 7.6 µM; actives 0.66% (n = 360,000); CHO-K1 mHTR2A beta-arrestin complementation; percent of 30 µM serotonin response; AID 624169, 2012; 5-hydroxytryptamine receptor 2A (Mus musculus), P35363;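 active = activation above a run cutoff, the mean activation of all tested compounds plus 3 SD, cut at about 14% in these data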;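 note: 0% = plate median of compound wells and 100% = 30 µM serotonin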
N-glyco inh – increase of ERlucT glycosylation luciferase signal, primary screen, N-linked glycosylation inhibitor project, D54 ERlucT cells, luminescence, set 2. D54 ERlucT glycosylation luciferase reporter, 24 h; percent of 100 nM tunicamycin response. reporter increase, % at 12.5 µM. actives 0.23% (n = 360,000). AID 588692, 2011;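 active = mean luciferase reporter signal, scaled so untreated is 0 and the glycosylation-blocking control 100, at or above a set limit in every replicate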;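 note: luciferase carries N-glycosylation sites so blocking glycosylation raises the light; 0% = median of neutral control wells and 100% = median of 100 nM tunicamycin wells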
MC4R antag cAMP – MC4R antagonists of cAMP signaling, primary screen, cell-based, TR-FRET, antagonist arm of biased-ligand search. Melanocortin receptor 4 (Homo sapiens), P32245. MC4R-expressing cells, MTII-stimulated cAMP, LANCE TR-FRET. inhibition, % at 6.5 µM. actives 0.48% (n = 360,000). AID 540295, 2011;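 active = inhibition above its plate's cutoff, the mean of tested wells on that plate plus 3 SD, cut at about 29% in these data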;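 note: 0% = Melanotan II alone and 100% = Melanotan II plus saturating MCL0020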
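Material – human MC4R-expressing U2OS cells · Repeats – no replicates · Detection – TR-FRET with Eu-cAMP and labeled anti-cAMP, 671 nm · Times – compound 30 min, challenge 1 h, detection 1 h · Compound – single nominal compound dose of 6.5 µM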
ABHD5-PLIN5 inh – ABHD5-PLIN5 interaction inhibitors, primary screen, cell lysate, split luciferase complementation, luminescence. Perilipin-5 (Homo sapiens) + 1-acylglycerol-3-phosphate O-acyltransferase ABHD5 (Homo …. Split G. princeps luciferase complementation, 4 h. inhibition, % at 4 µM. actives 0.78% (n = 360,000). AID 602281, 2012;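 active = inhibition above the mean inhibition across every tested compound plus 3 SD, cut at about 22% in these data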;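 note: 0% = DMSO only wells and the 100% control is not disclosed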
TLR9-MyD88 block – inhibitors of TLR9-MyD88 association in cells, primary screen, cell-based, CHO, BLA complementation, fluorescence; CCF4 FRET ratio; inhibition, % at 4.98 µM; actives 0.21% (n = 340,000); AID 504734, 2011;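 active = inhibition above the mean over all tested compounds plus 3 SD, cut at about 21% in these data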;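 note: 0% = DMSO only wells and 100% = clavulanate BLA inhibitor control wells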
ABCB6 inh MLPCN – ABCB6 transporter inhibitors, primary screen, K562-ABCB6 cells, flow cytometry, MLPCN library; ATP-binding cassette sub-family B member 6 (Homo sapiens), Q9NP58; K562-ABCB6 porphyrin accumulation, 1 h; hits give low values; fluorescence ratio to DMSO, % at 10 µM; actives 0.19% (n = 360,000);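 active = fluorescence ratio to DMSO below 75%, the collection mean minus 3 SD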;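 note: signal is porphyrin accumulated inside mitochondria; 100% equals median channel fluorescence of DMSO control wells; lower ratio means ABCB6 inhibition with less porphyrin fluorescence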
NCOA2 inhibitor – inhibition of GAL4-SRC2 driven luciferase reporter, primary screen, SRC2 inhibitor project, cell-based, luminescence | actives 0.17% (n = 370,000) | inhibition, % at 9 µM | AID 651957, 2012 | HEK293 GAL4-SRC2 luciferase reporter;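 active = inhibition above the mean inhibition of all tested compounds plus 3 SD, set per campaign, cut at about 52% in these data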;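 note: 0% = DMSO treated cells and 100% = cells given Gossypol at 36 µM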
Target sequence (Q15596 whole entry, looked up, the tested form may be a part): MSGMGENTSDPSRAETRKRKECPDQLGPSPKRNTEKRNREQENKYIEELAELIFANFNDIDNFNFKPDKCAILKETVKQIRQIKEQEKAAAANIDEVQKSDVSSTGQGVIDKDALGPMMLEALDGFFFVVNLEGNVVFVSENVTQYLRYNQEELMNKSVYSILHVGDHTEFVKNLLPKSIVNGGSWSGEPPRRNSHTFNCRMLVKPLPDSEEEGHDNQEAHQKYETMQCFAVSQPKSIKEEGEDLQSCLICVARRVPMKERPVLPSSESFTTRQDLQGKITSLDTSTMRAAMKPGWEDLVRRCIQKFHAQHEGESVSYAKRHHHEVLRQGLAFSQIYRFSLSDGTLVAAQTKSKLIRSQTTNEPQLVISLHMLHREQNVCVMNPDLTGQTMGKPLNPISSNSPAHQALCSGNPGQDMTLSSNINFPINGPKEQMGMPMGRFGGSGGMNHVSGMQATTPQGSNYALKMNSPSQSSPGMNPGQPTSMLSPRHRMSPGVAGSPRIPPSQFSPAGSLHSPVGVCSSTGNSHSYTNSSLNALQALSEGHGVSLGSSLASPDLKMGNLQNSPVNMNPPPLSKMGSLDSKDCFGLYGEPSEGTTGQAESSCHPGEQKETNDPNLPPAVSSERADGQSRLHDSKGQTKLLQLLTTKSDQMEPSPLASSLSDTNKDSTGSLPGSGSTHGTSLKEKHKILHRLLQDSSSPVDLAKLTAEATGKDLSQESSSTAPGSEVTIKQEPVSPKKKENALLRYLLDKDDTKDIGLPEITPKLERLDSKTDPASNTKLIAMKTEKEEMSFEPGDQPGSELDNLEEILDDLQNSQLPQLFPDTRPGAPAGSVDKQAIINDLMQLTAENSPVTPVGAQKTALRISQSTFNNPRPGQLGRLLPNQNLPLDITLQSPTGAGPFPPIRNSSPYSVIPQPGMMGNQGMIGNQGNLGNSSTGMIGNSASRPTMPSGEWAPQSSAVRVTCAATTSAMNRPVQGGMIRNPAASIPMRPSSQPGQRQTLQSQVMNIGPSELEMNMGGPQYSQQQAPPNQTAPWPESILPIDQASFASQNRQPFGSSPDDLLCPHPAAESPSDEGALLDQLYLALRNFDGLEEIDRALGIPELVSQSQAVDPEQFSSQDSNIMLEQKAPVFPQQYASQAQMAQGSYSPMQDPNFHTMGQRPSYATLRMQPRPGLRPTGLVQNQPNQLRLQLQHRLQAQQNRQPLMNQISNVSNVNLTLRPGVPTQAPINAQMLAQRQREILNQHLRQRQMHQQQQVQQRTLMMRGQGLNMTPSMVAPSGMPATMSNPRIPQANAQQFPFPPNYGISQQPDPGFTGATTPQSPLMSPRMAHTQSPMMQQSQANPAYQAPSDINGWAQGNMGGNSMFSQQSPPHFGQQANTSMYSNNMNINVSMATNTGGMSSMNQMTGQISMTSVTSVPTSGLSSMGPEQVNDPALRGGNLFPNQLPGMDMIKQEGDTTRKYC
MC4R ag barr – MC4R agonists recruiting beta-arrestin, primary screen, cell-based, luminescence, agonist arm of biased-ligand search; Melanocortin receptor 4 (Homo sapiens), P32245; U2OS MC4R beta-arrestin complementation; percent of melanotan II response, DMSO zero; activation, % at 8.9 µM; actives 0.98% (n = 360,000); AID 540308, 2011;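 active = activation above a per-plate cutoff, the mean activation of sample wells on that plate plus 3 SD, cut at about 8% in these data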
* marks the source's active call; other numbers are inactive results; x = not tested or not shown. These rows are one share of the data (hit frequency here may not be typical).

SMILES	NOD2-RIPK2 inh	Cardio protect	HTR2A ag	N-glyco inh	MC4R antag cAMP	ABHD5-PLIN5 inh	TLR9-MyD88 block	ABCB6 inh MLPCN	NCOA2 inhibitor	MC4R ag barr
CC(=O)c1ccc(OC(C)C)c(Cc2c(O)[nH]c(=S)[nH]c2=O)c1	-5	0	1	1	10	0	1	99	-16	-1.1
CC(Cc1ccccc1)[n+]1cc(/N=C(\[O-])Nc2ccccc2)on1 (stereo unspecified)	-1	22	8	-1	2	-2	-2	90	-12	-0.7
O=[N+]([O-])c1ccccc1CN1CC=C(c2ccc(F)cc2)CC1	-9	-8	-2	16	8	-9	-2	94	-3	1.1
CC(Cc1ccccc1)NC=O (stereo unspecified)	-7	-1	-5	1	6	4	14	101	0	-2.9
Cn1c(O)c(C(=N)COc2cccc(Cl)c2)c(=O)n(C)c1=O	1	5	3	1	-1	3	-8	104	-23	-1.3
Cc1cccc(-n2c(-c3cccs3)nc3ccccc3c2=O)c1	9	5	-1	2	5	0	-11	108	19	0.4
CN(C)c1ccc(C=C2C(=O)NC(=S)NC2=O)cc1[N+](=O)[O-]	-3	9	1	2	-4	3	-24	88	-20	-1.1
CCCc1nc2ccccc2c(=O)n1-c1ccc(OC)cc1	7	-4	1	0	3	-1	1	95	26	-2.7
CCCCCCn1c(O)c(C=NCCN2CCCCC2)c(=O)[nH]c1=O	-16	4	-3	0	2	-8	-2	104	-9	-1.3
Cc1ccc(S(=O)(=O)N2CC3CC(C2)c2cccc(=O)n2C3)cc1 (stereo unspecified)	-3	-2	-2	1	2	-4	5	94	4	-0.7
COC(=O)C1=C(c2ccc(OC)c(OC)c2)C[C@@H]2CC[C@H]1N2C(=O)NC1Cc2ccccc2C1	-2	-9	2	1	8	-1	-4	97	-30	0.0
CCOC(=O)C1(c2ccccc2)CCN(CCC(=O)Nc2ccccc2OC)CC1	11	3	-8	-3	11	0	-20	100	20	0.8
COC(=O)C1=C(c2ccc(S(C)(=O)=O)cc2)C[C@@H]2CC[C@H]1N2C(=O)NCc1ccc(F)cc1	5	0	9	1	3	-3	3	101	-2	-0.3
COc1ccc(CC2NCC(O)C2OC(C)=O)cc1 (stereo unspecified)	35*	-2	1	-20	17	-7	2	95	68*	-1.2
COc1ccc(C2SCC(=O)Nc3c2c(=O)[nH]n3C2CCCCC2)cc1 (stereo unspecified)	3	0	0	0	1	-3	-3	103	1	-0.1
CCCCC(=O)N/N=C/c1c(O)n(-c2cccc3ccccc23)c(=O)[nH]c1=O	7	12	1	1	-3	-4	-1	93	-18	-1.1
CCC(=NCCN1CCOCC1)c1c(O)n(-c2ccccc2C)c(=O)[nH]c1=O	-6	0	1	2	2	4	-3	114	10	-0.9
COC(=O)C1=C(c2ccc(OC(F)(F)F)cc2)C[C@@H]2CC[C@H]1N2C(=O)NCc1cccc2ccccc12	-3	-3	-11	-7	12	-5	-4	104	12	1.1
C=CCn1c(C)c(C=C2C(=O)NC(=O)NC2=O)c2ccccc21	-7	-4	6	0	-1	-23	11	116	-34	0.5
COc1ccc(CN2Cc3cc(N4CCOCC4)ccc3-n3nncc3C2)cc1	-43	6	0	6	x	-6	x	96	-17	x
CC12Nc3ccccc3C(=O)N1Cc1cnnn1-c1ccccc12 (stereo unspecified)	-8	x	1	x	x	3	x	126	-2	x
CN1CC(C#N)C2(O)c3ccccc3CCC2C1 (stereo unspecified)	-4	5	6	0	1	6	4	99	-1	-0.8
COc1ccc2ccccc2c1CNCCc1ccccc1	-3	5	6	-3	1	6	-3	98	5	-0.5
c1coc(CNCCc2c[nH]c3ccccc23)c1	-4	9	3	0	4	-5	-3	96	-11	-1.4
CC(Cc1ccccc1)NC(=O)c1ccc(N)cc1 (stereo unspecified)	0	4	-5	-2	13	1	-2	107	-59	-1.5
COc1ccc2c(c1)CC1(CN2C)C(=O)NC(=O)N(c2ccc(C)cc2)C1=O (stereo unspecified)	1	3	-4	0	13	-5	6	98	-26	-1.4
O=C(O)CSC(=S)N1CC2CC(C1)c1cccc(=O)n1C2 (stereo unspecified)	7	12	3	-1	-2	11	1	104	-15	-0.8
COC(=O)C1=C(c2ccc(OC)c(OC)c2)C[C@@H]2CC[C@H]1N2C(=O)NC1CCCCC1	-4	3	1	1	11	2	0	95	-19	-1.1
CN(C)CCCN=Cc1c(O)n(Cc2ccco2)c(=O)[nH]c1=O	5	10	1	3	13	1	-5	94	-14	-1.9
Nc1ccncc1Cl	9	8	-9	-1	-3	-6	-5	100	-10	0.2
COP(=O)(OC)/C(C=O)=N/Nc1ccc([N+](=O)[O-])cc1	-4	0	-3	0	9	6	16	101	-8	-2.7
Cc1cccn2c(=O)c3c(nc12)N1CCCCCC1C1(C3)C(=O)N(C)C(=O)N(C)C1=O (stereo unspecified)	11	6	2	6	11	-1	x	104	-5	0.1
CCCCNC(=O)CN1C(=O)CN=C(c2ccccc2)c2ccccc21	-7	6	0	0	19	3	-6	98	-15	-0.3
CCC1C(C#N)=C(N)Oc2c1c(=O)oc1ccccc21 (stereo unspecified)	-8	-2	2	0	6	-4	5	97	-12	-0.9
COC(=O)[C@@H]1C[C@H]1[C@@H](NP(=O)(c1ccccc1)c1ccccc1)c1ccccc1	-5	1	-3	32*	3	-10	-2	91	-61	0.8
CCc1ccc(CN2CCN(Cc3ccc(SC)cc3)CC2)cc1	-5	-13	-6	-6	12	-2	x	101	32	0.8
Cc1ccc(/C=C2/C(=O)NC(=O)N(CC3CCCO3)C2=O)s1 (stereo unspecified)	-7	6	5	5	-13	21	-6	104	-35	-2.7
Cc1ccnc(-n2c(C)cc(/C=C3\C(=O)NC(=S)N(C)C3=O)c2C)c1	-7	10	0	8	21	-11	0	99	7	-2.6
COc1ccc(C(=O)C2CCCN(CCc3ccccc3)C2)cc1OC (stereo unspecified)	0	-6	2	-2	8	6	x	91	-18	-1.4
CCCC(C)C1(CC)C(=O)NC(=Nc2ccccc2)NC1=O (stereo unspecified)	-2	-4	2	1	2	0	-9	98	12	-0.6
CCN1CCN(c2ccc([N+](=O)[O-])cc2C=C2C(=O)NC(=O)NC2=O)CC1	3	-1	-1	3	10	18	5	98	-26	-1.8
Cc1ccc2c(c1)=NC(=O)/C(=C/c1c(O)[nH]c(=O)[nH]c1=O)C=2	5	24	0	5	-5	4	3	93	-4	2.0
CC1OC(C[N+](C)(C)C)CC1O (stereo unspecified)	-5	3	-6	-2	-2	-3	-2	99	-10	-0.8
Cc1ccc(-n2c(C)cc(/C=C3/C(=O)NC(=O)N(C)C3=O)c2C)cc1	2	-4	4	-4	0	1	2	107	-6	0.2
COC(=O)C1=C(c2ccc3ccccc3c2)C[C@@H]2CC[C@H]1N2C(=O)NC1CC1	-8	-2	-2	-3	-1	3	3	98	6	-0.9
Cn1c(O)c(C(c2ccccn2)c2c(O)n(C)c(=S)[nH]c2=O)c(=O)[nH]c1=S	-10	6	-1	1	-1	-5	-3	102	-23	-1.4
COc1ccc(CC(C)NCCC(c2ccccc2)c2ccccc2)cc1 (stereo unspecified)	8	-16	-8	4	5	1	-5	96	5	2.8
COc1ccc(-n2c(=O)[nH]c3ccccc3c2=O)c(OC)c1	-4	-2	-2	2	-6	-6	3	95	15	0.3
Nc1c(C(=O)NCC2CCCO2)c2nc3ccccc3nc2n1Cc1ccco1 (stereo unspecified)	-7	13	1	5	7	26*	-9	102	1	2.1
O=C(CNS(=O)(=O)c1cccs1)N1CCC2(CC1)OCCO2	-8	1	-2	-1	22	0	0	100	-45	-0.8
Other compounds:
SMILES	NOD2-RIPK2 inh	Cardio protect	HTR2A ag	N-glyco inh	MC4R antag cAMP	ABHD5-PLIN5 inh	TLR9-MyD88 block	ABCB6 inh MLPCN	NCOA2 inhibitor	MC4R ag barr
CN(C)C(=O)NC(O)C(Cl)(Cl)Cl (stereo unspecified)	1	0	6	2	18	4	1	98	9	-1.5
Cc1cc(C(=O)N=Nc2c(O)n(C)c3ccccc23)c(C)o1	4	-6	-4	-5	0	1	-4	87	-54	-1.9
C=CCN1C(=O)c2ccccc2Sc2ccc(C(=O)N3CCC4(CC3)OCCO4)cc21	-4	-4	2	-1	7	4	2	89	x	-1.5
Cc1sc2c(c1C)C(c1ccc(C(C)(C)C)cc1)=NCC(=O)N2CC(=O)Nc1nccs1	-3	-9	-3	4	3	-10	-6	94	-7	7.2
CC1CCC(N2CCN(C(=O)COc3ccccc3)CC2)CC1 (stereo unspecified)	-5	0	-2	1	4	1	-6	99	-10	-0.6
C[C@H]1CN([C@@H](C)CO)C(=O)CCCn2nncc2CO[C@H]1CN(C)C(=O)Oc1cccc2ccccc12	-16	3	-2	4	3	6	5	86	5	-0.3
Cc1cc(C=C2C(=O)N(C)C(=S)N(C)C2=O)c(C)n1C1CCCCC1	-2	-7	-5	3	2	5	-14	111	15	-2.5
COc1ccccc1N1CCN(CCc2c[nH]c3cc4c(cc23)OCO4)CC1	1	14	-8	0	1	-6	-13	103	-6	-0.9
CCC(C)NC(=O)c1c(N)n(CCCOC)c2nc3ccccc3nc12 (stereo unspecified)	-8	16	0	4	3	-38	-19	90	7	2.4
C=CCn1c(O)c(/C=C/C=Nc2ccccc2)c(=O)[nH]c1=O	11	7	0	0	-20	-6	-5	116	8	-0.2
O=c1c2ccccc2nc(/C=C/c2ccccc2O)n1-c1ccccc1O	-3	4	9	-1	5	14	-2	123	4	-2.1
CCCC/C(C)=C/[C@@H](NP(=O)(c1ccccc1)c1ccccc1)c1ccccc1	-1	0	2	-7	2	-8	-1	98	8	-0.2
CC1(C)CSC(=NCc2ccccc2)N1	-3	-5	-5	14	2	1	14	93	15	-1.0
CCCNC(=O)N1[C@H]2CC[C@@H]1C(C(=O)OC)=C(c1c(C)noc1C)C2	-8	9	5	-1	10	7	-1	93	12	1.1
CC1=C(C(=O)O)N2C(=O)[C@@H](NC(=O)CCCC(=O)O)[C@H]2SC1	1	1	1	-3	-1	-8	-7	94	-5	-0.6

Screens: PubChem BioAssay, several laboratories
